High-throughput results from PubChem BioAssay.
KLF5 inhibitor – suppresses KLF5 promoter-driven expression; DLD-1 KLF5 promoter-luciferase reporter, luminescence; inhibition, % at 5 µM; 290,000 tested, 0.23% active; AID 1700;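 active = inhibition above a per-plate limit of that plate's mean compound inhibition plus 3 SD, cut at about 60% in these data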;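 also: 0% = DMSO wells and 100% = LY294002 at 200 µM; higher means less KLF5 promoter-driven luciferase light; inactives centre near -14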
HSF1 activator – increases HSF-1 driven luciferase reporter signal; NIH3T3-HGL HSF-1 luciferase reporter, MG132, 8 h; 100% = twice DMSO control signal; activation, % at 9 µM; 300,000 tested, 1.7% active;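 active = mean replicate activation of at least 50% with a set share of replicates each reaching 50%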;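 also: 0% = median of the neutral control wells and 100% = twice that signal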
AI-2 QS mod – Vibrio harveyi AI-2 quorum sensing modulation; AID 2094; activity change, % at 7.5 µM; 300,000 tested, 0.4% active; Vibrio harveyi JMH597 AI-2 luminescence/OD600 ratio, 9 h; active compounds read low; strain lacks LuxN and CqsS sensors; 0 = neutral-control median; in the data active = activity change below about -75%, passing the limit was not always enough;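 also: luminescence divided by OD600 gain over 9 h not by final OD600 alone; inactives centre near 13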
IEC-6 tox – counter-screen for KLF5 inhibitors: cytotoxicity in IEC-6 cells. IEC-6 cytotoxicity, luminescence viability. AID 1825. 290,000 tested, 0.78% active. inhibition, % at 5 µM; in the data active = inhibition above about 22%;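 also: 0% = plate median of test compound wells and 100% = cytotoxic reference compound wells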
HSP90 refold inh – HSP90 refolding inhibition in rabbit reticulocyte lysate. luciferase refolding luminescence, 3 h. inhibition, % at 5.6 µM. 290,000 tested, 0.91% active. AID 1789;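 active = inhibition above the screen-wide mean plus 3 SD, computed separately per campaign, cut at about 16% in these data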;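 also: 0% = DMSO wells and 100% = 60 µM geldanamycin wells; inhibitors lower the luminescence because luciferase stays unfolded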
GSK3 alpha inh – blocks human GSK-3 alpha kinase | P49840 | ADP-Glo luminescence, 60 min | inhibition, % at 10 µM | 320,000 tested, 0.1% active;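 in the data active = inhibition above about 50%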;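 also: GST-tagged GSK-3 alpha with peptide substrate and 25 µM ATP; 0% = DMSO neutral wells and 100% = GW8510 positive control wells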
Target sequence (P49840 whole entry, looked up): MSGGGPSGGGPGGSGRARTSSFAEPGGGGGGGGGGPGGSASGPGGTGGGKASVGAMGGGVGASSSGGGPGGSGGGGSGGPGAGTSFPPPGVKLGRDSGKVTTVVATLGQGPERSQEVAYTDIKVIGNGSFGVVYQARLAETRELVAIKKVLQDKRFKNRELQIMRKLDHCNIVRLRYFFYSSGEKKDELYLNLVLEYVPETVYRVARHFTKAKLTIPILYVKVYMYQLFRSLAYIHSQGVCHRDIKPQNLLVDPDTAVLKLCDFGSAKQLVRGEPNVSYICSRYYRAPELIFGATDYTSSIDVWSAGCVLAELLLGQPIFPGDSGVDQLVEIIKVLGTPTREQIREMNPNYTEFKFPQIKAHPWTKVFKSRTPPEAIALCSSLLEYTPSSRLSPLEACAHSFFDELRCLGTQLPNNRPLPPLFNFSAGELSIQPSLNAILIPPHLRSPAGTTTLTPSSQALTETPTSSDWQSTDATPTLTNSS
GSK3beta inhib – inhibitors of human GSK3beta kinase; P49841; GST-GSK3beta kinase, ADP-Glo luminescence, 60 min; active compounds read low; activity score (negative = inhibition), % at 10 µM; 300,000 tested, 0.038% active;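 active = more than half of replicate wells score below -50%, meaning over 50% inhibition versus plate controls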;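 also: 0% = median DMSO wells and -100% = median GW8510 positive control wells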
Target sequence (P49841 whole entry, looked up): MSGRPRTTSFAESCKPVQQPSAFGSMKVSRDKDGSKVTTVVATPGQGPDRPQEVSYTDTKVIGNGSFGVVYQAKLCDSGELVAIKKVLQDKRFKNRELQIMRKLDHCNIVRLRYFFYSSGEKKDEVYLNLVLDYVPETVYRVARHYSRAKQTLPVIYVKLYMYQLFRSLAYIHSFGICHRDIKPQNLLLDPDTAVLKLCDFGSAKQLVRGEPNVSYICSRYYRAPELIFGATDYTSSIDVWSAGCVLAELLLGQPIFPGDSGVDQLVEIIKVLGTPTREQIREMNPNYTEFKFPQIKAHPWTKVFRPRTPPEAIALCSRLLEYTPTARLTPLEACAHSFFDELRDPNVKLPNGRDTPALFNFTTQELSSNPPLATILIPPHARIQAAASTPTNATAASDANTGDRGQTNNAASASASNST
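test system = GST-tagged human GSK3beta kinase, cell-free | reagent = 25 µM ATP with peptide substrate | dosing = one dose of 10 µM per compound | schedule = 60 min reaction, RT | detection = luminescent ADP-Glo measurement of ADP formed | control set = DMSO neutral wells and GW8510 at 20 µM as positive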
HSF1 inhib – HSF1 inhibition. NIH3T3-HGL HSE-luciferase, MG132-induced, luminescence 8 h; active compounds read low. activity change, negative = inhibition, % at 7.5 µM (by protocol). 300,000 tested, 0.77% active;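 active = more than half of replicate wells show activity change below -50%, luminescence cut by over half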;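 also: luciferase reports HSF-1 transcriptional activity via heat shock element; 0% = median of DMSO wells and -100% = zero luminescence signal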
aSyn 5UTR inh – 5' untranslated region of α-synuclein, MLPCN primary screen; alpha-synuclein 5'UTR reporter, inhibitor activity; inhibition, % (tested at 7.5 µM); 300,000 tested, 0.82% active; AID 1813; in the data active = inhibition above about 60%;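 also: H4 neuroglioblastoma cells stably carrying SNCA 5'UTR luciferase fusion; 0% = DMSO wells and 100% = positive control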
HIF act – HIF pathway transcriptional activation | U2OS HRE-luciferase reporter, luminescence; normalized: DMSO 0%, desferrioxamine 100% | activation, % at 7.5 µM (by protocol) | 300,000 tested, 0.32% active | AID 1910;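 active = mean activation of at least 10% of the iron chelator positive control signal, with at least half of replicates also reaching 10%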
* marks the source's active call; other numbers are inactive results; . = not tested or not shown.

SMILES	KLF5 inhibitor	HSF1 activator	AI-2 QS mod	IEC-6 tox	HSP90 refold inh	GSK3 alpha inh	GSK3beta inhib	HSF1 inhib	aSyn 5UTR inh	HIF act
CCOC(=O)c1c(-c2ccccc2Cl)csc1NC(=O)c1cc(S(=O)(=O)N2CCOCC2)ccc1C	-6.4	-5.8	21.3	-9.5	2.9	-1.1	4.3	-4.0	36.2	-0.8
COc1cccc(CNC(=O)CCn2c(=O)oc3ccccc32)c1	-2.8	-1.3	5.8	-5.7	2.7	0.8	-1.0	-11.2	12.3	0.1
COC(=O)CSc1nc2c(cnn2-c2ccc(Cl)cc2)c(=O)[nH]1	-0.8	-2.4	17.1	5.8	2.8	-0.8	2.0	0.5	32.1	0.6
CC(C)N1CCC(N2CCN(Cc3cccc4nonc34)CC2CCO)CC1 (centres undefined)	-18.9	1.1	22.5	1.6	2.0	-0.1	-0.4	0.0	6.1	0.2
O=C(Nc1nnc(-c2ccc(Cl)cc2)o1)c1ccccc1Br	-52.6	6.5	1.9	3.0	-0.3	-4.7	1.5	9.8	-15.3	0.2
O=C1CC(N2CCOCC2)C(=O)N1c1cc(Cl)cc(Cl)c1 (centres undefined)	-24.8	13.2	15.7	-5.2	-3.4	-0.7	-2.7	-3.3	9.2	0.0
CC1CC(C)CN(c2ncc3c(n2)CC(c2ccc(Cl)cc2)CC3=O)C1 (centres undefined)	-7.6	-3.1	-1.6	-1.1	-2.7	-0.6	0.7	-0.3	4.2	-0.4
COc1ccc(-n2cc(CNCCc3cscn3)c(-c3ccccc3Cl)n2)cc1	-4.2	59.1*	15.2	3.0	2.0	-1.2	1.4	27.8	7.7	-0.3
COC(=O)c1ccc(N2C(=O)CC(SCC(=O)Nc3ccc(OC)cc3)C2=O)cc1 (centres undefined)	-18.6	2.2	11.8	-0.4	-1.5	4.1	-0.3	5.6	-16.6	-0.1
COc1ccc([N+](=O)[O-])cc1NC(=O)Nc1cccc(Cl)c1	-14.5	2.5	5.5	3.0	1.5	-2.0	2.2	-12.2	-7.7	-1.0
O=C1N=C(N2CCOCC2)S/C1=C\c1ccc(-c2ccccc2Cl)o1	-31.8	2.0	9.5	2.6	-0.4	.	0.3	-2.9	1.2	-0.3
Cc1ccc(S(=O)(=O)N(C)C)cc1NC(=O)c1n[nH]c(=O)c2ccccc12	-6.3	27.4	21.2	3.2	-0.2	4.2	-3.5	7.5	25.1	-0.1
COc1ccc(C(C)C)cc1S(=O)(=O)n1cnc(C)c1	-19.7	5.0	15.2	-0.3	2.6	2.2	-0.1	10.2	0.2	0.2
CCOc1ccccc1N1CCN(CC(O)COCc2cccs2)CC1 (centres undefined)	-16.0	1.9	6.2	2.5	-5.6	-1.3	4.6	-9.8	-28.4	-0.3
CCOC(=O)c1ccc(S(=O)(=O)Nc2ccc3cn[nH]c3c2)cc1	-0.3	4.5	-90.0*	1.1	-0.4	-0.7	0.1	-3.4	5.9	0.0
CCOc1cccc(/C=C(\C#N)C(=O)NC2CC2)c1	.	2.5	24.1	.	.	-3.0	1.8	0.2	-8.4	-0.2
Cc1nc(NC(=O)COC(=O)c2cc3c(s2)CCC(C)C3)c(Cl)cc1Cl (centres undefined)	-37.0	-8.6	21.7	-3.0	5.6	.	-2.2	-2.8	-16.7	-0.1
COc1ccc(C(CNC(=O)c2oc3c(Cl)cccc3c2C)N2CCCC2)cc1 (centres undefined)	.	13.6	3.0	.	.	-0.3	-2.4	-1.0	20.7	-0.9
Cc1cc(C(=O)NC2CCCCC2)c(C)o1	.	20.4	5.4	.	.	-0.4	0.1	-2.6	-23.6	0.4
CN(C(=O)Nc1ccc(Cl)c(Cl)c1)c1ccccc1C(=O)O	-1.0	15.7	16.1	-3.1	-5.3	-2.3	6.7	3.9	15.8	0.1
O=C(COC(=O)Cc1c(Cl)cccc1Cl)Nc1ccc2[nH]c(=O)[nH]c2c1	.	-39.0	12.3	.	.	-0.4	1.4	-20.4	21.8	-0.2
CCCN1C(=O)/C(=N\OCC(=O)Nc2ccc(C(C)C)cc2)c2ccccc21	-22.8	31.1	5.0	-6.9	-3.2	-5.3	-0.9	8.4	7.5	-0.3
CC(=O)Nc1ccc(NC=C(C#N)C#N)cc1	14.8	24.7	-3.0	1.7	1.1	1.6	-0.6	14.8	1.9	-0.2
CCOC(=O)C1=C(CN2CCSCC2)NC(=O)NC1c1cc(C)ccc1C (centres undefined)	-10.5	-45.4	4.4	11.0	4.0	-4.9	-25.4	-22.8	17.5	0.3
Cc1cccc(C(=O)NC(=S)Nc2ccc(S(=O)(=O)N3CCCCC3)cc2)c1	-19.5	-4.4	26.6	4.2	2.6	-1.8	-1.3	-4.4	-27.5	-0.4

Another view of part of the listing above:
molecule | KLF5 inhibitor | HSF1 activator | AI-2 QS mod | IEC-6 tox | HSP90 refold inh | GSK3 alpha inh | GSK3beta inhib | HSF1 inhib | aSyn 5UTR inh | HIF act
COc1ccc([N+](=O)[O-])cc1NC(=O)Nc1cccc(Cl)c1 | -14.5 | 2.5 | 5.5 | 3.0 | 1.5 | -2.0 | 2.2 | -12.2 | -7.7 | -1.0
CC(=O)Nc1ccc(NC=C(C#N)C#N)cc1 | 14.8 | 24.7 | -3.0 | 1.7 | 1.1 | 1.6 | -0.6 | 14.8 | 1.9 | -0.2
COc1cccc(CNC(=O)CCn2c(=O)oc3ccccc32)c1 | -2.8 | -1.3 | 5.8 | -5.7 | 2.7 | 0.8 | -1.0 | -11.2 | 12.3 | 0.1

Other entries.
SMILES	KLF5 inhibitor	HSF1 activator	AI-2 QS mod	IEC-6 tox	HSP90 refold inh	GSK3 alpha inh	GSK3beta inhib	HSF1 inhib	aSyn 5UTR inh	HIF act
CC1(C)CC(=O)C2=C(C1)N=C1SCCC(=O)N1C2c1ccccc1 (centres undefined)	-20.5	-8.6	3.1	-2.8	6.2	1.4	-1.0	-9.4	20.6	0.7
O=C(O)c1ccc(S(=O)(=O)c2ccc3c(c2)C(=O)N(NC(=O)c2ccncc2)C3=O)cc1	-11.3	-1.2	4.4	2.9	-1.2	-2.5	-5.4	4.4	-5.8	-0.1
COc1ccc(NC(=O)CS(=O)(=O)c2cn(CC(=O)N3CCCC3)c3ccccc23)c(OC)c1	-42.0	13.4	13.0	5.2	0.3	-2.1	2.3	10.7	4.2	-0.2
CN(C)c1ccc(CNC2C3CC4CC(C3)CC2C4)cc1 (centres undefined)	-11.8	1.9	38.4	4.9	2.1	0.5	-0.7	-4.8	-28.3	1.1
CCCCn1nc2cc(C(=O)NC3CCCc4ccccc43)ccc2c1OCC (centres undefined)	-18.8	13.4	-2.3	0.2	-2.8	-1.1	2.2	3.6	16.2	-0.7
CNC(=S)NNC(=O)c1cccn(Cc2cccc(C(F)(F)F)c2)c1=O	-34.6	5.8	6.4	-0.6	1.7	-3.6	-0.8	-2.9	26.5	-6.0
COc1ccc(N2CCn3c2nc2c3c(=O)n(CCCc3ccccc3)c(=O)n2C)c(OC)c1	-32.5	-2.0	36.2	2.2	1.5	-2.4	-1.2	0.5	32.4	-1.2
CC(Oc1ccccc1Cl)C(=O)Nc1ccc(S(=O)(=O)Nc2nccs2)cc1 (centres undefined)	.	2.8	43.7	.	.	.	5.6	0.6	19.9	0.0
CCOC(=O)NN1C(=O)c2ccccc2NC1c1ccccc1 (centres undefined)	-33.0	22.7	-5.5	4.3	-1.6	-2.8	-7.3	6.7	10.8	-0.4
CC(C)(C)C(=O)Nc1ccc(/C=C/C(=O)c2ccco2)cc1	-141.3	-23.1	7.2	3.9	26.2*	-4.7	-0.8	-24.5	-40.1	-18.3
CCn1c(O)c(C(C#N)=C2N=c3ccccc3=N2)c2ccccc21	14.3	-11.6	.	0.8	-1.1	-4.9	.	-3.6	-35.5	-0.2
O=C(Oc1ccccc1C(=O)Oc1ccccc1)c1cccnc1	9.5	5.6	6.6	-0.4	-0.1	-1.7	3.1	-5.8	-1.5	0.9
CSc1nc2sc3c(c2c(=O)n1C)CCC3	2.6	3.7	14.4	6.4	2.1	-3.4	2.6	-7.2	-0.1	-1.1
Cc1ccc(C(=O)NCc2ccncc2)cc1S(=O)(=O)N1CCOCC1	-33.2	-2.9	1.2	-2.0	-0.3	2.6	-0.7	-4.9	-7.3	0.1
O=C1CN(C(=O)CNCc2ccc(Cl)cc2)c2ccccc2N1	-1.8	4.0	17.6	0.3	25.5*	-5.6	-1.1	9.1	6.5	0.0
COc1ccc(S(=O)(=O)Nc2cc(C(=O)NC3CCCCCC3)ccc2N2CCOCC2)cc1	-24.4	.	.	-3.7	-1.2	-1.3	.	.	.	.
CCc1ccc(/C=C2/C(=O)N(C)C(=S)N2CC(=O)OC)s1	-8.9	6.2	4.4	-4.3	1.7	-1.8	-3.9	6.8	-81.2	-0.1
CC(C)Cn1c(C23CC4CC(CC(C4)C2)C3)n[nH]c1=S	-14.3	5.2	6.1	-3.5	3.9	8.1	-24.4	0.7	6.8	2.2
O=C(CSc1n[nH]c(=O)n1C1CC1)c1ccc(F)cc1	-19.2	12.5	23.4	-3.6	1.0	0.9	-1.2	0.2	-41.2	-0.9
COc1ccc(C2(c3ccc(OC)cc3)NC(=O)N(Cn3nnc4ccccc4c3=O)C2=O)cc1	1.7	11.8	17.1	0.8	-2.0	-3.0	-2.1	-0.3	8.0	-0.3
CSc1nc(N2CCOCC2)c2c3c(sc2n1)CCC3	-26.9	19.0	3.3	2.3	-0.3	10.8	-3.4	-0.4	26.3	-0.4
COc1ccc(Cn2ccnc2SCC(=O)NC2CCCC2)cc1	-57.2	28.2	17.4	-6.2	-2.7	-1.0	0.8	4.1	-1.4	-1.0
CCCCN(CC)Cc1c(O)ccc2c3c(c(=O)oc12)CCC3	0.4	1.1	12.5	-2.0	-2.5	0.4	-0.8	0.9	-13.3	-0.3
Cn1c(SCC(=O)N/N=C/C=C/c2ccco2)nc2ccccc21	-38.6	2.1	16.3	1.7	-4.9	-0.1	-0.9	6.0	-30.7	-0.4
CC(C)(C)NC(=O)CSc1nncn1NCc1c(Cl)cccc1Cl	-38.6	-8.4	-1.5	2.9	1.6	0.8	2.0	0.1	0.4	-0.4
(more compounds)
SMILES	KLF5 inhibitor	HSF1 activator	AI-2 QS mod	IEC-6 tox	HSP90 refold inh	GSK3 alpha inh	GSK3beta inhib	HSF1 inhib	aSyn 5UTR inh	HIF act
Cc1ccc(-n2c3c(c(=O)[nH]c2=O)C(NS(=O)(=O)c2ccc(Cl)cc2)(C(F)(F)F)C(=O)N3)cc1 (centres undefined)	-10.4	-7.2	-1.0	5.1	3.7	1.5	-2.3	5.8	13.4	0.0
c1csc(-c2nnc(NC3CCCCC3)c3ccccc23)c1	-25.4	-37.6	28.8	-11.9	0.6	3.7	0.4	-21.3	35.2	-0.7
Cc1ccccc1CSc1nncn1N	12.3	3.1	14.1	4.8	-2.9	-0.5	0.5	-4.0	6.1	-3.3
CSc1nc(N(C)NC(=O)c2ccc(Cl)cc2)c2ccccc2n1	64.8*	1.1	10.6	80.1*	0.3	0.3	1.1	-2.7	92.6*	0.6
O=C(NCCc1ccccc1)c1cc(-c2ccco2)on1	-93.8	44.7	35.1	-10.2	-2.1	2.8	-3.6	21.5	-321.3	23.0*
Cc1ccc2[nH]c3c(=O)n(CCN4CCNCC4)cnc3c2c1	-42.3	-6.5	28.8	5.5	7.0	10.0	-5.9	2.1	-7.0	0.6
